BRCA1 expr up – increases BRCA1 expression; Potency, µM (highest dose often 46.1 µM), without a hit: at the highest dose activation, actives largely listed as activators; 380,000 tested, 1.1% active; MCF7-BRCA1-FFLuc reporter, luminescence, 48 h; response scale: scaled: vehicle 0%, 10 µM genistein 100%; AID 624202; also: nearly all actives have a fitted effect of over 80% in size; some results filed as inactive show a strong effect at the top dose
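Using MCF7 cells harboring a BRCA1 firefly luciferase reporter, plated 2 h before compound pinning, the screen measured luminescence after 48 h incubation. Responses were normalized to DMSO and 10 microM genistein, then fitted for concentration-effect.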
ELG1 genotox – genotoxicity induction in ELG1-luciferase HEK293T cells; Potency, µM (highest dose often 46 µM), for the others: top-dose activity change, positive = activation, usual class: activators; 330,000 tested, 1.3% active; HEK293T ELG1-luciferase reporter, luminescence, 16 h; also: % of control where 0% means no effect; nearly all actives have a fitted effect of over 60% in size
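Genotoxicity was scored as increased ELG1-luciferase reporter signal, measured by ONE-Glo luminescence (30 min, room temperature). Compound or vehicle exposure of the HEK293T reporter cells lasted 16 hr at 37°C.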
p53 reactivator – restores transcriptional activity of mutant p53 | H1299 p53-A138V BP100-luciferase reporter, luminescence, 24 h | Potency, µM (top dose mostly 92.2 µM), for inactives: at the top dose activity change, positive = activation, hits mostly activators | 320,000 tested, 0.063% active; also: % of control where 0% means no effect; nearly all actives have a fitted effect of over 45% in size
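p53-null H1299 cells stably carrying temperature-sensitive p53-A138V and a BP100-luciferase reporter were pinned with compounds (4-point, 1:5 series) and held 24 hrs at 37 deg C. Luminescence was read 10 min after detection reagent.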
uPA generation – inhibitors of cell surface uPA generation | cell surface uPA generation assay, qHTS | Potency, µM (doses to about 38.3 µM), for the others: at the highest dose activity change, negative = inhibition, most hits filed as inhibitors | 330,000 tested, 0.31% active | AID 540303; active = well fitted inhibition curve with a large enough effect; inconclusive = small, poorly fitted or top-dose-only effect; inactive = no such curve, though single readings can be large or run the other way; tested in mouse RAW 264.7 cells; also: % is scaled to controls: 0 for no effect and ±100 for the full control effect; nearly all actives have a fitted effect of over 55% in size
The depositor's hits bear a star; ? = inconclusive; . = no result given. Unless noted, calls follow the shape of the dose curve; as a rule, active = well fitted activation curve with a large enough effect; inconclusive = small, poorly fitted or top-dose-only effect; inactive = no such curve, though single readings can be large or run the other way. Potency is read from the fitted curve at half-maximal effect. Some of the compounds tested. The share of hits here may be higher or lower than overall.

[1] CC(=O)OC[C@]12CC[C@H]3[C@@](C)(CC[C@H]4C(C)(C)CCC[C@]34C)[C@@H]1C[C@H](C1=CC(=O)O[C@@H]1OC(C)=O)O2
[2] CC(C)CC1NC(=O)c2ccc(Cl)cc2-n2c1nc1ccc(Cl)cc1c2=O (configuration not stated)
[3] O=C1NC(Cc2ccccc2)c2nc3cc(Cl)ccc3c(=O)n2-c2ccccc21 (configuration not stated)
[4] COc1ccc2nc3n(c(=O)c2c1)-c1cc(Cl)ccc1C(=O)NC3Cc1ccccc1 (configuration not stated)
[5] CC(C)CC1NC(=O)c2ccccc2-n2c1nc1ccccc1c2=O (configuration not stated)
[6] CC(C)CC1NC(=O)c2cc(Cl)ccc2-n2c1nc1ccc(F)cc1c2=O (configuration not stated)
[7] CCCCNC(=O)C(C1CCCCC1)N(CCN(C)C)C(=O)CCCN1C(=O)NC(c2ccc(-c3ccccc3)cc2)C(C(=O)OCc2ccccc2)=C1C (configuration not stated)
[8] CCOC(=O)c1c(NC(=O)COC(=O)CCOc2cc(C)ccc2C)sc(C(=O)N(C)C)c1C
[9] COc1cc(Oc2ccccc2)nc(N)n1
[10] CCCCN1CC[C@H]2C=CC[C@@H](C(=O)Nc3ccc(Cl)cc3Cl)[C@H]2C1=O
assay / compound	1	2	3	4	5	6	7	8	9	10
BRCA1 expr up	.	.	.	.	.	.	.	-7%	20%	-32%
ELG1 genotox	-2%	1%	-4%	0%	5%	2%	-15%	.	.	.
p53 reactivator	-21%	-4%	-3%	-4%	-5%	-4%	-27%	.	.	.
uPA generation	.	.	.	.	.	.	.	-2%	12%	4%

[11] CC1CN(C2CCCCC2)C(=O)NC1=O (configuration not stated)
[12] CCN1C(=O)N[C@H](c2ccccc2)C(C(C)=O)=C1C
[13] C=CCNC(=O)c1onc(CSc2ccc(F)c(F)c2)c1C(=O)NCC=C
[14] COc1ccccc1/C=N/Nc1nc(C)c(C(C)=O)s1
[15] COCCN(C(=O)COC(=O)/C=C/c1ccc(SC)cc1)c1c(N)n(Cc2ccccc2)c(=O)[nH]c1=O
[16] CN1C(=O)CCC2(c3ccccc3)CC=C(O)C=C12 (configuration not stated)
[17] COc1ccc([C@@]23Oc4cc(OC)cc(OC)c4[C@]2(O)[C@H](O)[C@H](C(=O)N(C)C)[C@H]3c2ccccc2)cc1
[18] CC(C)(C)S(=O)N1Cc2ccc(CO)cc2[C@@H]1CCO (some centres not stated)
[19] COc1ccccc1CC(=O)c1ccccc1OC
[20] CC(Oc1nc2c(c(=O)n(C)c(=O)n2C)n1C)C1CCCCC1 (configuration not stated)
assay / compound	11	12	13	14	15	16	17	18	19	20
BRCA1 expr up	-2%	13%	7%	?	-10%	-11%	?	5%	1%	-15%
ELG1 genotox	.	.	.	.	.	.	.	.	.	.
p53 reactivator	.	.	.	.	.	.	.	.	.	.
uPA generation	0%	3%	-6%	-3%	-3%	2%	-13%	3%	-3%	0%

Laid out differently: results already given.
cpd | canonical_smiles | BRCA1 expr up | ELG1 genotox | p53 reactivator | uPA generation
16 | CN1C(=O)CCC2(c3ccccc3)CC=C(O)C=C12 (configuration not stated) | -11% | . | . | 2%
17 | COc1ccc([C@@]23Oc4cc(OC)cc(OC)c4[C@]2(O)[C@H](O)[C@H](C(=O)N(C)C)[C@H]3c2ccccc2)cc1 | ? | . | . | -13%
18 | CC(C)(C)S(=O)N1Cc2ccc(CO)cc2[C@@H]1CCO (some centres not stated) | 5% | . | . | 3%
19 | COc1ccccc1CC(=O)c1ccccc1OC | 1% | . | . | -3%
20 | CC(Oc1nc2c(c(=O)n(C)c(=O)n2C)n1C)C1CCCCC1 (configuration not stated) | -15% | . | . | 0%

(listing goes on)
[21] O=C(C=Cc1ccccc1)NCCNC(=O)C=Cc1ccccc1
[22] CC1=CC(=O)[C@@H](O)[C@@H](c2ccccc2Br)N1C
[23] C[n+]1c(-c2ccccc2)cc2c(=Cc3ccccc3)c3ccccc3n21
[24] Cc1cc(C(=O)Nc2ccc3c(c2)CCC3)ccc1[N+](=O)[O-]
[25] Cc1ccc(C(=O)Nc2cccc(S(=O)(=O)N3CCCCC3)c2)cc1S(=O)(=O)N1CCOCC1
[26] O=C(O)c1cccc(-c2ccccc2)c1O
[27] COc1cccc(-c2nnc(-c3ccc4ccccc4c3)o2)c1
[28] CC1C(=O)C(C)C(c2ccc(Cl)cc2)NC1c1ccc(Cl)cc1 (configuration not stated)
[29] O=C(C1=C(O)C(=O)N(Cc2ccccc2)C1c1cccnc1)c1ccco1 (configuration not stated)
[30] COc1ccc(-c2cc(C(=O)N(C)Cc3ccc(F)cc3)c3ccccc3n2)cc1OC
assay / compound	21	22	23	24	25	26	27	28	29	30
BRCA1 expr up	-9%	10%	-92%	?	-45%	4%	?	1%	-20%	-42%
ELG1 genotox	.	.	.	.	.	.	.	.	.	.
p53 reactivator	.	.	.	.	.	.	.	.	.	.
uPA generation	3%	1%	-10%	-7%	?	2%	-7%	-8%	-4%	2%

Just ELG1 genotox, BRCA1 expr up and p53 reactivator, for 7 of the compounds above:
# | mol | ELG1 genotox | BRCA1 expr up | p53 reactivator
24 | Cc1cc(C(=O)Nc2ccc3c(c2)CCC3)ccc1[N+](=O)[O-] | . | ? | .
23 | C[n+]1c(-c2ccccc2)cc2c(=Cc3ccccc3)c3ccccc3n21 | . | -92% | .
11 | CC1CN(C2CCCCC2)C(=O)NC1=O (configuration not stated) | . | -2% | .
15 | COCCN(C(=O)COC(=O)/C=C/c1ccc(SC)cc1)c1c(N)n(Cc2ccccc2)c(=O)[nH]c1=O | . | -10% | .
3 | O=C1NC(Cc2ccccc2)c2nc3cc(Cl)ccc3c(=O)n2-c2ccccc21 (configuration not stated) | -4% | . | -3%
20 | CC(Oc1nc2c(c(=O)n(C)c(=O)n2C)n1C)C1CCCCC1 (configuration not stated) | . | -15% | .
9 | COc1cc(Oc2ccccc2)nc(N)n1 | . | 20% | .

The list goes on:
[31] CCc1ccc(C(=O)C(C)OC(=O)CN2C(=O)NC3(CCCC3)C2=O)cc1 (configuration not stated)
[32] O=C(NNC(=O)OCc1ccccc1)OCc1ccccc1
[33] Cc1cc(Br)cc(Br)c1OCC(=O)NNC(=O)Nc1ccccc1
[34] CC(C)CCNC(=S)Nc1ccc(F)cc1
[35] OC(CN1CCN(Cc2ccccc2)CC1)c1ccc(Br)cc1 (configuration not stated)
[36] CCN(CC)S(=O)(=O)c1ccc(NC(=O)CSc2nc3nc(C)cc(C)c3c(=O)[nH]2)cc1
[37] CC(=O)NC1CC2CCCC(C1)N2C(=O)Nc1cccc(Cl)c1 (configuration not stated)
[38] O=S(=O)(c1ccc(F)cc1)N1CCN(CC(O)COCc2ccccc2)CC1 (configuration not stated)
[39] CN1CCN(C2Cc3cc(F)ccc3Sc3ccc(Cl)cc32)CC1 (configuration not stated)
[40] CN(C)C(=O)c1ccc(NC(=O)COC(=O)CCN=C2NS(=O)(=O)c3ccccc32)cc1
assay / compound	31	32	33	34	35	36	37	38	39	40
BRCA1 expr up	15%	17%	-26%	27%	-16%	-39%	-24%	-11%	-16%	0%
ELG1 genotox	.	.	.	.	.	.	.	.	.	.
p53 reactivator	.	.	.	.	.	.	.	.	.	.
uPA generation	-2%	1%	4%	0%	1%	-3%	-4%	4%	-14%	10%

[41] Oc1ccc(-c2cnc3ccccc3n2)cc1
[42] Cc1cccc(NC(=O)c2cc3ccccc3c(=O)o2)n1
[43] COc1ccccc1-c1cccc([C@@H]2C[C@H]3[C@H](CON3C)CN2Cc2cc(Cl)cc(Cl)c2)c1
[44] COc1cc(O)c2c(=O)c3c(O)c(O)ccc3oc2c1OC
[45] O=C(CCCSCCCC(=O)NN=Cc1ccccc1)NN=Cc1ccccc1
[46] O=C(NC1CC1)c1ccc(NC(=O)C2CCCCC2)cc1
[47] COc1c(C)cccc1C(=O)Nc1cc(-c2nn3c(C)nnc3s2)ccc1C
[48] COc1ccccc1N1CC(C(=O)Nc2nnc(SCC(=O)N3CCCC3)s2)CC1=O (configuration not stated)
[49] COC(=O)c1cc(C)ccc1/C=C1/Cc2c(C)cc(C)cc2C1=O
[50] O=C1C2C3CC(C(Br)C3Br)C2C(=O)N1c1nccs1 (configuration not stated)
assay / compound	41	42	43	44	45	46	47	48	49	50
BRCA1 expr up	?	80%	-15%	5%	-4%	13%	-32%	-2%	-43%	15%
ELG1 genotox	.	.	.	.	.	.	.	.	.	.
p53 reactivator	.	.	.	.	.	.	.	.	.	.
uPA generation	-13%	-3%	-17%	?	-7%	6%	6%	1%	-8%	7%

In a second layout: three of the compounds above.
Results follow in this order: BRCA1 expr up | ELG1 genotox | p53 reactivator | uPA generation
[48] COc1ccccc1N1CC(C(=O)Nc2nnc(SCC(=O)N3CCCC3)s2)CC1=O (configuration not stated)
 : -2% | . | . | 1%
[46] O=C(NC1CC1)c1ccc(NC(=O)C2CCCCC2)cc1
 : 13% | . | . | 6%
[45] O=C(CCCSCCCC(=O)NN=Cc1ccccc1)NN=Cc1ccccc1
 : -4% | . | . | -7%

Following part
[51] CN1C[C@@H]2[C@@H]3C(=O)N(Cc4ccccc4)C(=O)[C@@H]3[C@](Cc3ccccc3)(C1=O)N2C(=O)c1ccc(F)cc1
[52] O=C1CC2(CCCCCC2)Oc2ccc(Cl)cc21
[53] CC12CCC3C(=CCc4cc(O)ccc43)C1CC(=NO)C2O (configuration not stated)
[54] Cc1csc(NC(=O)CSc2nc3[nH]c(=O)cc(O)c3s2)n1
[55] CCN(CC)C(=O)Cn1cc(S(=O)(=O)CC(=O)Nc2ccccc2C)c2ccccc21
[56] [O-][n+]1ccccc1/C=C/c1ccccc1
[57] CCC1CCCCN1C(=O)CCn1c(=O)oc2ccccc21 (configuration not stated)
[58] O=C1NCC(Nc2ccccc2)C(=O)N1 (configuration not stated)
[59] C/C=C1\NC(=O)[C@H](CC(N)=O)N(C)C(=O)C([C@@H](C)O)NC(=O)C(CCCc2ccc(OC)cc2)NC(=O)[C@H](C(C)C)NC(=O)/C(=C\C)NC(=O)[C@H](O)[C@@H](C[C@@H](O)CCCCCCC)NC(=O)[C@H](C)NC(=O)CN(C)C(=O)[C@H](CCC(N)=O)NC1=O (some centres not stated)
[60] CC(C)(C)OC(=O)N1CCC(C(=O)Nc2cccc(C(=O)N3CCCCC3)c2)CC1
assay / compound	51	52	53	54	55	56	57	58	59	60
BRCA1 expr up	-5%	0%	19%	-5%	-10%	59%	3%	-17%	-37%	8%
ELG1 genotox	.	.	.	.	.	.	.	.	.	.
p53 reactivator	.	.	.	.	.	.	.	.	.	.
uPA generation	-11%	13%	-2%	-1%	1%	1%	-95%	-2%	-28%	0%

[61] O=S1(=O)CCOC[C@H](Cc2ccccc2)N1Cc1cccc(Cl)c1
[62] Cc1cccc(C(=O)N(C)c2nnc(-c3ccncc3)s2)c1
[63] CC(=O)Nc1ccc(NC(=S)NC(=O)c2ccc(-c3ccccc3)cc2)cc1
[64] CCOC(=O)c1cnc(-n2nc(C)cc2C)nc1Nc1cccc(C(C)=O)c1
[65] Cc1ccc2nc3[nH]c(=O)[nH]c(=O)c3c(N)c2c1
[66] CCCCC(=O)O
[67] CCN(CC(=O)Nc1ccc(NC(C)=O)cc1)C(=O)C1CCN(C(=O)c2ccccc2C)CC1
assay / compound	61	62	63	64	65	66	67
BRCA1 expr up	-7%	2%	0%	-1%	-14%	21%	-5%
ELG1 genotox	.	.	.	.	.	.	.
p53 reactivator	.	.	.	.	.	.	.
uPA generation	-3%	-2%	-14%	3%	-6%	-2%	5%

Source: PubChem (National Center for Advancing Translational Sciences (NCATS))
